Screening results: PubChem BioAssay, several laboratories
HDAC3 inh: blocks human histone deacetylase 3 | 320,000 tested, 0.15% active | inhibition, % at 8.3 µM | recombinant HDAC3, fluorogenic peptide/trypsin coupled, fluorescence | AID 2718 | O15379; in the data active = inhibition above about 26%, passing the limit was not always enough; inconclusive = no clear call, values can overlap the other calls
Target sequence (O15379 whole entry, looked up): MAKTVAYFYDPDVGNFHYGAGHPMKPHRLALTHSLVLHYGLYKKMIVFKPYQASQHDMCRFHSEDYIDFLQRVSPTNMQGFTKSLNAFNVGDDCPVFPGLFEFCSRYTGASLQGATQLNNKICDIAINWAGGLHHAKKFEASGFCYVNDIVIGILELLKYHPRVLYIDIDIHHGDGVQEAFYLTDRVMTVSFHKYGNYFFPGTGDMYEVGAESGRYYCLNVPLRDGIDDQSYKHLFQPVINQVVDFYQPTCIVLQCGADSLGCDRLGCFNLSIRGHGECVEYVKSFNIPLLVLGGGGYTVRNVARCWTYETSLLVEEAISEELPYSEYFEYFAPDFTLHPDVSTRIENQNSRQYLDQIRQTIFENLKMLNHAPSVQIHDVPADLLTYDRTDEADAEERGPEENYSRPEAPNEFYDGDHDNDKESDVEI
HSP90 refold inh: HSP90 refolding inhibition in rabbit reticulocyte lysate. inhibition, % at 5.6 µM. luciferase refolding luminescence, 3 h. 290,000 tested, 0.91% active;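 active = inhibition above the screen-wide mean plus 3 SD, computed separately per campaign, cut at about 16% in these data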;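 note: 0% = DMSO wells and 100% = 60 µM geldanamycin wells; inhibitors lower the luminescence because luciferase stays unfolded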
HSF-1 act: increases HSF-1 driven luciferase reporter signal. NIH3T3-HGL HSF-1 luciferase reporter, MG132, 8 h; 100% = twice DMSO control signal. activation, % at 9 µM. 300,000 tested, 1.7% active. AID 504408;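 active = mean replicate activation of at least 50% with a set share of replicates each reaching 50%; inconclusive = only one of those two conditions met; inactive = mean below 50% and too few replicates reaching it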;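 note: 0% = median of the neutral control wells and 100% = twice that signal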
KLF5 inhibitor: kruppel-like factor 5 inhibition; DLD-1 KLF5 promoter-luciferase reporter, luminescence; inhibition, % at 5 µM; 290,000 tested, 0.23% active; AID 1700;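 active = inhibition above a per-plate limit of that plate's mean compound inhibition plus 3 SD, cut at about 60% in these data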;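 note: 0% = DMSO wells and 100% = LY294002 at 200 µM; higher means less KLF5 promoter-driven luciferase light; inactives centre near -14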
HSF1 inhib: HSF1 inhibition. 300,000 tested, 0.77% active. NIH3T3-HGL HSE-luciferase, MG132-induced, luminescence 8 h; stronger effect = lower value. activity change, negative = inhibition, % at 7.5 µM (by protocol);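 active = more than half of replicate wells show activity change below -50%, luminescence cut by over half; inconclusive = some wells, but at most half, below -50%; inactive = no replicate well below -50%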;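 note: luciferase reports HSF-1 transcriptional activity via heat shock element; 0% = median of DMSO wells and -100% = zero luminescence signal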
Platelet DG rel: platelet dense granule release activity; human platelet-rich plasma, SFLLRN dense granule ATP release, luminescence; inhibition, %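 (compounds screened at 7.5 µM in platelet-rich plasma)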; 300,000 tested, 0.22% active; AID 1663;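 active = mean replicate score, as percent of positive control, at or above 50; inconclusive = mean below 50 but at least one replicate at or above 50; inactive = mean and every replicate below 50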
AI-2 QS modul: modulators of Vibrio harveyi AI-2 quorum sensing system; activity change, % at 7.5 µM; Vibrio harveyi JMH597 AI-2 luminescence/OD600 ratio, 9 h; stronger effect = lower value; strain lacks LuxN and CqsS sensors; 0 = neutral-control median; AID 2094; 300,000 tested, 0.4% active; in the data active = activity change below about -75%, passing the limit was not always enough; inconclusive = no clear call, values can overlap the other calls;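 note: luminescence divided by OD600 gain over 9 h not by final OD600 alone; inactives centre near 13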
IEC-6 cytotox: kills IEC-6 intestinal cells in KLF5 counter-screen; AID 1825; inhibition, % at 5 µM; 290,000 tested, 0.78% active; IEC-6 cytotoxicity, luminescence viability; in the data active = inhibition above about 22%;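 note: 0% = plate median of test compound wells and 100% = cytotoxic reference compound wells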
aSyn 5UTR inh: MLPCN primary screen, SNCA 5' untranslated region; 300,000 tested, 0.82% active; inhibition, % (tested at 7.5 µM); alpha-synuclein 5'UTR reporter, inhibitor activity; in the data active = inhibition above about 60%; inconclusive = no clear call, values can overlap the other calls;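 note: H4 neuroglioblastoma cells stably carrying SNCA 5'UTR luciferase fusion; 0% = DMSO wells and 100% = positive control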
HIF activator: HIF pathway transcriptional activation | U2OS HRE-luciferase reporter, luminescence; normalized: DMSO 0%, desferrioxamine 100% | activation, % at 7.5 µM (by protocol) | 300,000 tested, 0.32% active;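 active = mean activation of at least 10% of the iron chelator positive control signal, with at least half of replicates also reaching 10%; inconclusive = mean and replicate majority disagree about reaching 10%; inactive = mean and most replicates under 10%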
Starred values were filed as active, the others as inactive; u = inconclusive; x = no result given.

No.	canonical_smiles	HSF1 inhib	HIF activator	HSP90 refold inh	aSyn 5UTR inh	HDAC3 inh	AI-2 QS modul	HSF-1 act	IEC-6 cytotox	Platelet DG rel	KLF5 inhibitor
1	Cc1cccc(NC(=O)C2CCCN(C(=O)NC3CCCCC3)C2)c1C (stereo unspecified)	4	-0.1	3	2	-7	4	23	-1	u	-14
2	CC1CCC(NC(=O)c2ccc(S(C)(=O)=O)cc2)CC1 (stereo unspecified)	8	0.8	-3	-56	7	14	8	-4	17	-29
3	Cc1ccc(S(=O)(=O)CC(c2ccccc2)N2CCOCC2)cc1 (stereo unspecified)	-5	-0.5	3	17	1	34	-2	3	-6	-3
4	COc1ccc(Cc2nnc(NC(=O)c3ccc(OC(C)=O)cc3)s2)cc1OC	4	-1.1	0	12	-6	8	15	-1	0	-32
5	O=C(CCc1nnc(Cc2cccc(C(F)(F)F)c2)o1)NCC(F)(F)F	4	0.1	1	-14	-1	18	u	-8	2	-23
6	COc1cc(Br)c(CC(=O)NC2CC2)cc1OC	-10	1.0	-2	9	1	15	-12	1	-1	3
7	O=C(CCc1nc(-c2cccs2)no1)Nc1cnc2ccccc2c1	0	-0.3	0	1	2	5	3	-5	6	-5
8	O=C(CCNS(=O)(=O)c1ccc(Cl)cc1)N1CCN(c2ccccn2)CC1	-3	0.6	1	1	-2	1	-20	-3	-16	-8
9	OCCNC(=S)Nc1ccc(Cl)c(Cl)c1	-1	-0.1	3	-8	-1	10	-3	4	11	-39
10	COc1ccc(-c2cc(C(=O)NC(C(=O)O)C(C)C)c(C)o2)cc1OC (stereo unspecified)	-10	1.3	16	-43	5	17	-2	-2	-13	-26
11	CCOC(=O)c1sc(N)c(C#N)c1CSc1nnc(C2CCCCC2)n1N	4	0.8	-2	31	7	13	-9	-1	-9	1
12	Cn1nccc1NC(=O)COCC(=O)O	-9	-0.4	-2	16	5	25	-3	2	0	-41
13	O=C(COC(=O)c1ccccc1F)NC1CCCC1	-1	1.6	3	16	1	13	21	-4	-6	-23
14	CCOC(=O)c1cccc(Nc2nc(C)cc(C)n2)c1	x	x	4	x	-2	x	x	3	x	-99
15	CC1CN(CC(=O)Nc2ccc(S(N)(=O)=O)cc2)CC(C)O1 (stereo unspecified)	-11	0.7	-2	6	8	19	-17	1	-3	0
16	COC(=O)c1sccc1NC(=O)Nc1ccc(C(C)=O)cc1	x	x	14	x	12	21	x	2	x	-50
17	CC1CC(C)CN(c2nc3c(c(=O)n(C)c(=O)n3C)n2C)C1 (stereo unspecified)	7	0.1	1	2	-4	8	-8	3	8	-11
18	CCc1ccc(OCC(=O)O/N=C(\N)c2ccncc2)c(Br)c1	30	3.2	0	-136	x	18	42	1	-2	-191
19	Cc1ccc2nc(NC(=O)COC(=O)c3ccc(Br)o3)sc2c1	x	x	1	x	6	x	x	-6	x	-65
20	CN(c1ccccc1)S(=O)(=O)c1cccc(NC(=O)CSc2ncc(C(F)(F)F)cc2Cl)c1	0	0.5	4	-3	1	26	22	2	14	-41
21	COc1cccc(CNCc2ccccc2Br)c1OC	-1	-1.0	-2	-3	1	3	7	-5	-3	-23
22	O=C(O)CCCC(=O)Nc1ccc(Cl)cc1	-6	0.1	-1	-2	7	28	9	-2	-3	-17
23	CCN1C(=O)N(CC)C(O)(c2ccccc2)C1(O)c1ccccc1 (stereo unspecified)	0	-0.6	8	16	0	13	13	2	9	5
24	Cc1cc(C)n2ncc(C(=O)NC3CCCCC3)c2n1	2	-0.7	-1	15	1	20	25	-6	5	-15
25	CCc1ccc2nc(SCC(=O)NCC3CCCO3)c(C#N)cc2c1 (stereo unspecified)	-9	1.0	8	-48	1	2	-11	-1	0	2
26	Cc1cccc(N(C(=O)CCC(=O)Nc2cccnc2)C(C(=O)NC2CCCC2)c2ccncc2)c1 (stereo unspecified)	2	0.2	1	-10	-1	-2	-7	1	-2	-12
27	COc1cccc(C(=O)Nc2ccccc2C(=O)NC2CC2)c1	-7	0.0	3	12	0	-7	-9	4	28	-13
28	COc1cc(CN(CCN(C)C)Cc2ccccc2)ccc1OCc1ccccc1	4	0.1	-4	-38	1	-6	5	-5	-1	-7
29	CC1=C(/C=C/C(C)=N\NC(=O)c2ccncc2)C(C)(C)CCC1	-5	-0.7	2	9	1	4	11	-1	-2	-28
30	O=c1[nH]c2cccnc2n1Cc1ccco1	1	-0.3	-1	6	-1	-11	10	2	1	5
31	COc1ccc(CC(=O)NC(CC(=O)O)c2ccc(OC)cc2)cc1 (stereo unspecified)	-2	-2.7	-2	-2	-3	29	-5	-2	-8	-11
32	COCCn1nnnc1C(C(C)C)N1CCSCC1 (stereo unspecified)	0	-0.4	5	-14	-3	-4	2	1	-8	11
33	CSc1sc(C(=O)NNC(=O)c2ccc(Cl)cc2)c2c1C=CCC2	3	-0.7	3	-20	19	7	10	-5	-1	-14
34	c1ccc(-c2cnnc(-c3ccccn3)n2)cc1	11	1.0	x	-133	2	11	6	x	2	x
35	O=C(N/N=C/c1ccc2c(c1)OCO2)c1sc2cccc(Cl)c2c1Cl	-3	-0.1	2	-5	5	10	3	1	3	13
36	Cc1ccc(-n2nnnc2SCC(=O)Nc2nc(-c3ccc(F)cc3)cs2)cc1C	-15	-1.0	1	-14	0	31	-27	1	8	-28
37	Cn1nnc2cc(C(=O)Nc3cccnc3)ccc21	0	-1.2	-2	-9	-3	19	-12	0	4	-2
38	Cc1ccc(C(=O)NC(=S)Nc2ccc3[nH]c(=O)[nH]c3c2)c(C)c1	8	-0.7	-7	10	-3	20	0	0	-5	-38
39	Cc1nc(SCC(=O)N2CCOCC2)c2c(C)c(C)sc2n1	-2	-1.7	-2	23	5	23	-16	9	1	1
40	Cc1ccccc1C(OCCN(C)C)C1CCCCC1 (stereo unspecified)	-8	-0.4	4	-2	-11	3	-20	0	2	-34
41	O=S(=O)(Nc1ccc(-c2ccc3nncn3n2)cc1)c1cccc(F)c1	-4	0.2	x	18	-10	-18	13	x	-16	x
42	N#C/C=C/N1CCN(Cc2ccc3c(c2)OCO3)CC1	-5	-2.6	-1	0	2	33	-3	-6	-7	0
43	Cc1ccc(C(=O)NN2CCOCC2)cc1	0	0.1	-8	-18	4	13	11	0	-3	-49
44	CN(C)c1cccc(C(=O)OCC(=O)Nc2nccs2)c1	-8	0.5	-4	-30	-2	45	2	6	-22	-28
45	N#C/C(=C\c1ccc(OCc2ccc(C(=O)O)cc2)cc1)C(=O)N1CCOCC1	-51*	-2.3	73*	93*	0	15	-51	0	3	40
46	CCCCN(CCCC)c1nc2ccccc2nc1C(C#N)C(=O)NCCCOC (stereo unspecified)	2	0.0	1	12	0	10	7	7	-40	1
47	CCn1c(O)c2ccc(C(=O)N=NC(=O)c3cccnc3)cc2c1O	-4	0.0	-3	1	x	42	7	-8	5	-21
48	O=C(O)c1cc(-c2cc(C(=O)O)c3ccccc3n2)nc2ccccc12	-3	-4.8	-2	15	-8	22	4	-6	-4	-15
49	Cc1ccc(NS(=O)(=O)c2cc(C(=O)N3CCN(C)CC3)ccc2C)cc1C	-7	-0.3	-4	-7	-5	2	1	-6	9	-39
50	Cc1ccc(C(=O)/C=C/N(C)C)o1	7	-0.1	2	12	2	29	10	10	-1	-15
51	O=C(CN1CCOc2ccccc21)NCc1ccc(F)cc1	7	-0.2	-3	11	-5	13	1	3	12	10
52	CCN1C/C(=N\S(=O)(=O)/N=C2\CN(CC)C(=O)N2CC)N(CC)C1=O	2	-0.5	1	11	x	9	-9	2	-24	-2
53	Cn1c(C(=O)NC2CC2)cc(=O)n(C)c1=O	-9	-0.3	5	14	-1	24	10	-4	-8	0
54	CC(=O)NC(CC(=O)OCC(=O)Nc1ccc2c(c1)OCO2)c1ccccc1 (stereo unspecified)	-17	-0.3	-2	-4	0	24	-1	-1	-5	-10
55	Cc1ccc(Cn2c(=N)c(C(=O)NCC3CCCO3)cc3c(=O)n4cccc(C)c4nc32)cc1 (stereo unspecified)	-5	0.2	0	4	-370	19	-17	4	5	-9
56	COc1ccc(NC(=O)NS(=O)(=O)c2ccc(C)cc2)c(OC)c1	4	0.4	2	8	1	17	-12	-11	-5	-3
57	O=C(NNC(=O)c1ccccc1-c1ccccc1C(=O)O)c1ccccc1	-1	0.0	-4	-5	-1	19	-3	-3	-1	-26
58	CCN(Cc1ccncc1)C(=O)c1cc(COc2ccc(OC)cc2Cl)on1	30	3.0	-2	-111	6	17	28	4	0	-92
59	c1cc2c(cc1CN1CCN(C3CCCCCC3)CC1)OCO2	-1	-11	1	-17	x	2	23	0	-13	-9
60	CCN(CC)c1ccc(CNc2nc3ccccc3n2CC)cc1	8	0.1	-3	-6	-6	11	16	-3	2	-26

(more compounds)
No.	canonical_smiles	HSF1 inhib	HIF activator	HSP90 refold inh	aSyn 5UTR inh	HDAC3 inh	AI-2 QS modul	HSF-1 act	IEC-6 cytotox	Platelet DG rel	KLF5 inhibitor
61	CCOc1ccc(OCC)c(Nc2cc(C)nc3ncnn23)c1	17	0.0	1	29	0	24	29	2	3	-1
62	NS(=O)(=O)c1ccc(NC(=S)N2CCN(c3cccc(Cl)c3)CC2)cc1	1	-0.8	0	15	-4	11	15	0	-6	-35
63	O=C(OCC(=O)N1CCCC1)c1cc(Br)ccc1Cl	-2	-0.1	1	-32	-1	27	-10	-2	-1	-7
64	O=C(Nc1ccc(F)c(Cl)c1)C1CCCN(c2cnccn2)C1 (stereo unspecified)	-1	0.5	0	1	-10	8	0	3	3	-25
65	N#CC1(NC(=O)COC(=O)C23CC4CC(CC(O)(C4)C2)C3)CCCCC1	-10	0.0	-2	8	3	33	-7	0	18	-49
66	COc1cc(/C=C2/SC(=S)N(CC3CCCO3)C2=O)ccc1O (stereo unspecified)	x	x	2	-95	x	-1	x	1	-3	-45
67	c1ccc2c(-c3nnc4n3CCCCC4)cc(-c3ccncc3)nc2c1	8	0.1	2	9	-2	23	29	-7	-9	7
68	COc1cc(-c2c(-c3ccc4c(c3)OCO4)noc2C)ccc1F	-1	3.1	-3	-60	0	6	1	19	-1	-13
69	COc1cccc(CN(C(=O)Cc2c[nH]c3ccccc23)C(C(=O)NC2CCCCC2)c2cccs2)c1 (stereo unspecified)	5	-0.5	1	26	13	4	9	-4	2	-15
70	CCOC(=O)NCCOC(=O)Nc1ccc(Cl)cc1	2	-0.1	-6	-1	3	1	3	-6	9	-28
71	COc1cc(C(C2C(=O)CC(C)(C)CC2=O)C2C(=O)CC(C)(C)CC2=O)ccc1OC(C)=O	-4	-0.3	x	-4	-10	28	-1	x	-2	x
72	CCCN1CCN(C(=O)C(NC(=O)c2ccco2)C(C)C)CC1 (stereo unspecified)	-5	-0.1	0	-10	-7	4	-4	-4	13	-28
73	CN1/C(=C\C=C(/C#N)C(=O)Nc2ccc(Cl)cc2)C(C)(C)c2ccccc21	x	x	1	13	1	10	x	3	-2	5
74	O=C(NCc1ccco1)C(=O)c1cn(CC(=O)N2CCCCC2)c2ccccc12	x	x	-2	x	4	17	x	1	x	-18
75	CC1CC1C(=O)N(CCC1=CCCCC1)c1c(N)n(Cc2ccccc2)c(=O)[nH]c1=O (stereo unspecified)	-5	-0.3	x	-5	-3	29	-17	x	3	x
76	Cc1cccc(OCCOC(=O)c2c(-c3ccccc3)noc2C)c1	2	3.1	1	-97	5	11	-17	5	3	-3
